Source: PubChem BioAssay
Integrin act MD = integrin-mediated muscular dystrophy alleviation activation; alpha7betagal myoblasts, beta-gal FDG fluorescence, 48 h; Potency, µM (series often up to 38.3 µM), inactives show at the top dose activation, usual class: activators; actives 0.064% (n = 350,000); AID 624291;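 further: potency means the concentration at half of the fitted maximal effect; 100% = response of the positive control SU9516; nearly all actives have a fitted effect of over 60% in size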
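Alpha7betagal+/- myoblasts (passage 13) were plated 16-24 hr, then exposed to compounds (1:260 dilution of DMSO stock) for 48 hours at 37C. After MPER lysis, β-galactosidase reporter activity was read as FDG fluorescence (ex 480/em 540) after 30 minutes.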
AT treatment = candidate therapy for ataxia-telangiectasia | […] A-T fibroblasts, KAP-1 phosphorylation AlphaLISA; neocarzinostatin DNA damage 30 min before lysis | Potency, µM (highest dose often 57.5 µM), for inactives: top-dose activation, usual class: activators | actives 0.19% (n = 320,000) | AID 485349; further: potency means the concentration at half of the fitted maximal effect; % of control where 0% means no effect; nearly all actives have a fitted effect of over 45% in size
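hTERT-immortalized A-T patient fibroblasts ([…]), 500 cells/well in OPTI-MEM, 1% FBS, got compounds for 60 min, then NCS for 30 min at 37C. Lysates were then assayed for phospho-KAP-1 by AlphaLISA (anti-pKAP1 donor, anti-KAP1 acceptor beads), 6 hr at 25C.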
BCR signal inh = chronic active BCR signaling inhibition | ABC-DLBCL IkBa-CBG/CBR reporter, luminescence ratio, 4 h | Potency, µM (series often up to 46.1 µM), without a hit: at the highest dose ratio change, negative = lower green/red ratio, actives largely listed as inhibitors | actives 0.05% (n = 340,000) | AID 493014; active means well fitted inhibition curve with a large enough effect in the signal ratio, with a control signal flat, not every such curve was filed as active; inconclusive means small, poorly fitted or top-dose-only effect, or effect the other way, or a change in a side signal; the % refers to the signal ratio;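 further: potency means the concentration at half of the fitted maximal effect; plate controls were basal doxycycline-induced cells for no effect and cells given 10 µM MG132 for full effect; MG132 reads +100%, hits lower the ratio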
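Concentration-response series (up to 46 uM) were applied to TMD8 dual-reporter cells for 4 h at 37C with doxycycline. Green/red ratio, after filter-overlap correction, defined %Activity; red signal alone was normalised to basal cells and zero luminescence.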
TCR act = activators of T cell receptors | primary human leukocytes, anti-CD3, IL-2 HTRF, 48 h | Potency, µM (top dose mostly 9.22 µM), inactives show top-dose activation of IL-2 secretion, usual class: activators | 330,000 tested, under 10 active | AID 504894; further: % of control where 0% means no effect
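Primary human leukocytes receive a-CD3 beads and test compound and are incubated 48 hr. Secreted IL-2 is then assayed by HTRF, measuring 665nm acceptor emission after 320nm excitation of the europium donor.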
S-ASM inh = blocks human secretory acid sphingomyelinase; placental ASM, HMU-PC fluorogenic substrate, 60 min; P17405; Potency, µM (doses to about 57.5 µM), for the others: top-dose activity change, negative = inhibition, hits mostly inhibitors; actives 0.006% (n = 340,000); AID 504937; further: potency means the concentration at half of the fitted maximal effect
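Fluorescence read-out (Ex 386 nm, Em 447 nm) after stopping the reaction at pH 10. Enzyme: ASM from human placenta; substrate HMU-PC0, 9 uM final; 60 min, 37 °C. Compound preincubation 10 min, ambient temperature.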
TSHR antag = human thyrotropin receptor antagonism; actives 0.2% (n = 330,000); AID 504810; activity change, negative = inhibition, % at 11.5 µM; TSHR-expressing cells, TSH-stimulated cAMP HTRF, 2 h; stronger effect = lower value;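 active means activity change below a set negative limit, meaning inhibition stronger than a set level, cut at about -70% in these data; inconclusive means activity change between two set negative limits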; further: on the % scale 0 is the no-effect control and ±100 the full control effect
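TSHR-expressing cells, 200/well, pre-treated with compound, then stimulated with EC80 TSH (4nM final) for 2 hours at 37 deg C. cAMP measured by competitive HTRF: anti-cAMP cryptate antibody in lysis buffer plus cAMP-d2, read after 30 minutes at room temperature.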
Eya2 phos inh = Eya2 (human) phosphatase inhibition. O00167. actives 0.006% (n = 330,000). Potency, µM (titrated, usually from 76.9 µM), without a hit: top-dose activity, negative = inhibition, most hits filed as inhibitors. AID 488837. recombinant Eya2, OMFP fluorescence dephosphorylation (OMFP is methylfluorescein phosphate); further: potency means the concentration at half of the fitted maximal effect; on the % scale 0 is the no-effect control and ±100 the full control effect
Target sequence (O00167 whole entry, looked up): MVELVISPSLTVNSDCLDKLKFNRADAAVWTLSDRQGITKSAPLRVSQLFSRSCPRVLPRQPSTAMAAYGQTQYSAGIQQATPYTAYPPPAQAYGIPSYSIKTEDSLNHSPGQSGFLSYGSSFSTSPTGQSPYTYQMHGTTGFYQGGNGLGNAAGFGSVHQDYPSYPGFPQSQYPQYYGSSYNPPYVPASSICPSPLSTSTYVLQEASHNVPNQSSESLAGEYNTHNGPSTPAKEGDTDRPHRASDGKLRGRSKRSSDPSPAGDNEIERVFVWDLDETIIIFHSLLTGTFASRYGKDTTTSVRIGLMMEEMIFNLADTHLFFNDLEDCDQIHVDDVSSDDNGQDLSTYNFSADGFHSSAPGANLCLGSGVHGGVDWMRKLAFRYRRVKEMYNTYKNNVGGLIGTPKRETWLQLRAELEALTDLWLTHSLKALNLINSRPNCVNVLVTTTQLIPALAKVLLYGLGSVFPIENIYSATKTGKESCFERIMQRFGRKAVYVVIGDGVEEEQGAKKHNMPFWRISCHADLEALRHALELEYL
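Eya2 (0.2 uM) preincubated 10 min at ambient with compound, then OMFP substrate added at 50 uM; 10 min reaction in 50 mM HEPES pH 7.5, 50 mM NaCl, 5 uM MgCl2, 0.05% BSA, 1 mM DTT. Fluorescence read at Ex 485/Em 525 nm.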
Mito fusion act = blocks mitochondrial division or promotes mitochondrial fusion; S. cerevisiae fusion-defective mutant growth rescue, CellTiterGlo 48 h; AID 485298; Potency, µM (doses to about 46.1 µM), for inactives: at the highest dose growth rescue (activation), actives largely listed as activators; actives 0.23% (n = 320,000);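 further: potency means the concentration at half of the fitted maximal effect; % of control where 0% means no effect; nearly all actives have a fitted effect of over 45% in size; temperature-sensitive fusion mutants such as fzo1-1 at 37 °C on non-fermentable ethanol glycerol medium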
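Temperature-sensitive fusion-defective S. cerevisiae (e.g. fzo1-1, mgm1-5) were grown with compound in YPEG medium (3% ethanol, 3% glycerol) for 48 hours at 37C. Growth rescue was measured as viability by CellTiterGlo luminescence after 10 minutes at ambient.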
ELG1 repair inh = ELG1-dependent DNA repair inhibition; Potency, µM (doses to about 46.1 µM), for inactives: at the top dose activity change, negative = inhibition, hits mostly inhibitors; actives 2.3% (n = 330,000); HEK293T ELG1-luciferase reporter, luminescence, 16 h; DNA damage induced by 5-fluorouridine; AID 504467; further: potency means the concentration at half of the fitted maximal effect; on the % scale 0 is the no-effect control and ±100 the full control effect; nearly all actives have a fitted effect of over 55% in size
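DMSO vehicle served as the neutral condition. Each well held 2,000 cells given 5-fluorouridine plus compound; after 16 hr at 37 °C/5% CO2, ONE-Glo was added and luciferase measured 30 min later.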
Tb PFK inh = T. brucei PFK enzyme inhibition; AID 485367; Potency, µM (doses to about 57.5 µM), for inactives: at the top dose activity, negative = inhibition, most hits filed as inhibitors; T. brucei PFK, ADP-Glo luminescence; actives 0.17% (n = 330,000);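 further: potency means the concentration at half of the fitted maximal effect; 0% = uninhibited 1x PFK enzyme wells and -100% = no-enzyme wells; nearly all actives have a fitted effect of over 60% in size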
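Luminescent ADP detection (ADP-Glo, two-step: ATP depletion then ADP-to-ATP conversion for luciferase) reported PFK activity after 45 min room-temperature reaction of 1.25 nM enzyme with 0.5 mM F6P and 0.1 mM ATP at pH 8.0.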
PTAP TSG101 blk = blocks PTAP/TSG101 interaction to inhibit HIV-1 budding. Q99816. Fluorescence polarization, FITC-PTAP peptide / Tsg101 binding. Potency, µM (series often up to 115 µM), inactives show at the top dose activity change, negative = inhibition, most hits filed as inhibitors. 340,000 tested, under 10 active. AID 493005; active means well fitted inhibition curve with a large enough effect in the main read-out, with a control signal flat, not every such curve was filed as active; inconclusive means small, poorly fitted or top-dose-only effect, or effect the other way, or a change in a side signal; inactive means no such curve, though single readings can be large or run the other way; further: potency means the concentration at half of the fitted maximal effect; % of control where 0% means no effect
Target sequence (Q99816 whole entry, looked up): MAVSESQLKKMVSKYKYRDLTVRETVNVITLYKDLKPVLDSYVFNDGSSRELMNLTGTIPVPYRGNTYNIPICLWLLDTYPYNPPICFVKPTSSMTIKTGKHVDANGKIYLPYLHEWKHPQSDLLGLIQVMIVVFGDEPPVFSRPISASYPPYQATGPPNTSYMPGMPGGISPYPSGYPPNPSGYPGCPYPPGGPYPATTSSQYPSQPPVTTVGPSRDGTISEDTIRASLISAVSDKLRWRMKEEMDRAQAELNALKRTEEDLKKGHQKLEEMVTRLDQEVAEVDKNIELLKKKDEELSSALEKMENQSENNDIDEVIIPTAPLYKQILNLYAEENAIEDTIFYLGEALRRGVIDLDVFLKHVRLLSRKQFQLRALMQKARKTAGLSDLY
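Fluorescence polarization binding of Tsg101 binding domain (10 uM final) to FITC-labeled PTAP peptide (50 nM final) in HEPES pH 7.5 buffer with NaCl, Tween 20, EDTA, TCEP. Compounds added before peptide; binding 20 min at RT.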
Active calls of the source: *; ? = inconclusive; . = no result given; [ ] = dose if it differs, or a comment. Unless noted, the call rests on the fitted dose curve; in most records, active means well fitted curve in the direction sought with a large enough effect; inconclusive means small, poorly fitted or top-dose-only effect, or another doubt; inactive means no such curve, though single readings can be large; an effect the other way counts as inactive or inconclusive.

SMILES	Integrin act MD	AT treatment	BCR signal inh	TCR act	S-ASM inh	TSHR antag	Eya2 phos inh	Mito fusion act	ELG1 repair inh	Tb PFK inh	PTAP TSG101 blk
CCOc1ccc(NC(=O)CSC2=C(C#N)C(c3ccc4c(c3)OCO4)CC(=O)N2)cc1 (configuration not stated)	-5%	-3%	?	1%	-5%	7	8%	4%	?	0%	6%
COc1cccc2c(Cl)c(CC=C(Cl)Cl)c(C)nc12	2%	3%	8%	-1%	-3%	6	6%	-8%	-1%	-9%	3%
CCC1=NC(c2ccc(Br)cc2)N(O)C1(C)C (configuration not stated)	-20%	4%	?	7%	-1%	-3	-17%	-7%	-8%	-1%	-5%
CCc1cc2c(COC(=O)c3cccc(NS(C)(=O)=O)c3)cc(=O)oc2cc1O	0%	1%	-12%	-1%	302%[activator]	-22	1%	-4%	?	-2%	-2%
COc1cc(/C=N/NC(=O)c2cc3ccccc3[nH]2)ccc1O	0%	-4%	?	-3%	-16%	-7	3%	-1%	-5%	6%	-1%
O=C(Nc1cccc(F)c1)c1cc(S(=O)(=O)N2CCC(C(=O)O)CC2)ccc1F	9%	-1%	2%	2%	3%	0	15%	1%	0%	-9%	-2%
Cc1ccccc1S(=O)(=O)Cc1ccc(C(=O)NCc2ccccc2)o1	15%	0%	2%	-1%	-1%	6	6%	5%	-13%	-2%	-11%
COc1ccc(CNC(=O)c2csc(Cc3ccccc3)n2)cc1	33%	-3%	-3%	-3%	-10%	-7	-28%	9%	?	0%	0%
Cc1cc(C)nc(NC(=O)C(C)C)n1	4%	4%	8%	-2%	0%	-6	-18%	-1%	1%	2%	-3%
Fc1ccc(-c2ccc(/C=N/n3cnnc3)o2)cc1	?	2%	?	.	9%	9	7%	1%	-6%	-8%	-5%
CCCC(=O)Nc1ccccc1NC(C)=O	12%	2%	?	11%	2%	5	10%	-3%	2%	-7%	-4%
Cc1ccc(N2CC(c3nc4ccccc4[nH]3)CC2=O)c(C)c1 (configuration not stated)	3%	0%	?	1%[46.1 µM]	2%	10	-3%	4%	-3%	-13%	-1%
O=C(CC(O)(c1ccccc1)C(F)(F)F)c1cccs1 (configuration not stated)	21%	-6%	1%	-15%	27%	-7	-9%	2%	-3%	0%	-6%
CCC(C)Nc1nc2c(c(=O)[nH]c(=O)n2C)n1CCCc1ccccc1 (configuration not stated)	-25%	-16%	-1%	3%	5%	15	5%	5%	2%	2%	-9%
Cc1c(NC(=S)NC(=O)c2cc3ccccc3o2)c(=O)n(-c2ccccc2)n1C	-4%	0%	1%	-4%[46.1 µM]	1%	-6	6%	7%	-6%	0%	-1%
Cc1cc(C(C)(C)C)cc(S(=O)(=O)Nc2cccc(C(=O)O)c2)c1C	9%	-1%	-3%	.	2%	-1	-3%	2%	-1%	2%	.
O=C(CN1CCC(n2nnc3cc(F)ccc32)CC1)NC1CC1	6%	0%	-4%	-5%	4%	0	9%	-2%	0%	2%	-2%
Clc1ccc(Oc2nnnn2-c2ccccc2)cc1	-12%	0%	0%	5%	-3%	-13	0%	0%	6%	0%	-1%
O=C(Nc1ccccc1O)c1ccc(C(=O)c2ccccc2)o1	25%	4%	?	.	-1%	-12	?	14%	-1%	0%	1%
CC(=O)Nc1nnc(SCC(=O)NCc2ccc3c(c2)OCO3)s1	35%	5%	1%	3%	-1%	7	8%	1%	14%	0%	-12%
COCCn1c(SCC(=O)N2CCCC2=O)nc2sc(C)c(C)c2c1=O	13%	-4%	-5%	13%	-2%	-14	-32%	-7%	?	0%	-4%
CN1CCC2(CC1)Nc1nc(SCc3ccc(Cl)cc3)nn1C1=C2CN(C)CC1	-58%[inhibitor]	-7%	?	1%	24%	31	-3%	1%	6%	-3%	0%
Cn1c(=O)c2c(nc(NCCNC(=O)c3ccco3)n2Cc2ccccc2F)n(C)c1=O	-6%	-12%	0%	2%	2%	-5	-4%	-2%	-4%	2%	-7%
CN(C)c1nc2c(c(N)nn2-c2ccc(Cl)cc2)c(=O)o1	-14%	12%	?	-1%	-2%	2	17%	0%	8%	7%	-4%
O=C(COc1ccc(Cl)cc1)N1CCN(c2ccc([N+](=O)[O-])c(N3CCCCC3)c2)CC1	11%	-3%	1%	10%	-19%	-18	-1%	25%	?	0%	-7%
Cn1c(NN)nc2sc3c(c2c1=O)CCC3	22%	-2%	?	-2%	0%	-4	-10%	2%	3%	-11%	-8%
CC(Sc1nnc(C2CC2)n1N)C(=O)NC1CCCCC1C (configuration not stated)	17%	-4%	0%	2%	2%	-7	-3%	3%	?	0%	-1%
COc1ccccc1C(=O)N(Cc1nc(-c2ccc(Cl)cc2)no1)C(C)C	-34%	13%	-7%	8%	-14%	-8	-9%	30%	?	3%	0%
Cc1nn(-c2ccccc2)c(C)c1/C=N/NC(=O)CSc1nc2ccccc2c(=O)n1-c1ccc(Br)cc1	-54%[inhibitor]	1%	-5%	-2%	-2%	8	4%	1%	-19%	-1%[0.46 µM]	-3%
CCOC(=O)C1CCN(C(=O)CN(Cc2ccccc2)S(C)(=O)=O)CC1	-1%	3%	5%	.	4%	-1	-30%	-8%	-1%	0%	-1%
CCOC(=O)N1CCN(C(=O)CSc2nc3c(c(=O)n2-c2ccccc2OC)SCC3)CC1	5%	-8%	4%	-6%	4%	2	6%	2%	9%	6%	0%
CCS(=O)(=O)C1=NSC2=NC(=O)/C(=C\c3cc(C)n(-c4cccc(OC)c4)c3C)C(=N)N21	?	1%	-6%	-27%	13%	1	-13%	0%[9.22 µM]	16%	0%	-5%
CC(C)C(=O)N1CCC2(CC1)Oc1ccc(F)cc1C(=O)C21CC(c2ccc(Cl)cc2)=NO1 (configuration not stated)	-6%	0%	-6%	-6%	-8%	-9	0%	-13%	?	1%	-9%
O=C(NCc1cccc(F)c1)c1cccc2c1C(=O)c1ccc(Cl)cc1S2(=O)=O	0%	-5%	?	-5%	-5%	-17	-31%	.	-16%	1%	-3%
CC(=O)c1ccc(S(=O)(=O)N2CCNC(=O)C2)cc1	8%	0%	?	2%	0%	-8	-33%	.	8%	?	-1%
Clc1ccc(CSc2nncn2-c2ccccn2)cc1	3%	2%	?	2%	-2%	-1	15%	-3%	-2%	1%	-2%
COc1ccc(F)cc1S(=O)(=O)N1CCC(C(N)=O)CC1	-15%	-1%	0%	11%	-1%	-5	9%	-5%	2%	-2%	-7%
Cc1cc(C(=O)O)ccc1-c1ccc(/C=C2\NC(=O)N(Cc3ccc(F)cc3)C2=O)o1	14%	-6%	7%	6%	.	-13	1%	6%	-13%	-10%	-5%
CSc1cccc(NC(=O)c2[nH]c(C)c(C(C)=O)c2C)c1	?	7%	?	-1%	-8%	-1	?	16%	?	0%	2%
COc1cc(C(=O)OCC(=O)Nc2ccc3c(c2)OC(F)(F)O3)ccc1OCc1c(C)noc1C	11%	1%	-3%	11%	-22%	-5	-20%	3%	-26%	-1%	0%
CN(C)S(=O)(=O)c1ccc2c(c1)nc1n2CCC1	-7%	1%	-16%	4%	-1%	2	1%	-1%	10%	0%	-4%
Cc1ccc(S(=O)(=O)Nc2ccc3c(c2)CC(=O)N([C@H](C)CO)C[C@@H](C)[C@H](CN(C)Cc2ccc(-c4ccccc4)cc2)O3)cc1	-41%	5%	2%	-7%	-15%	-4	-22%	.	?	1%	-7%
COCCCNC(=O)c1ccc2c(c1)ncn2-c1ccccc1OC	-8%	0%	?	-1%	1%	11	-26%	11%	3%	6%	-4%
Cc1ccc([N+](=O)[O-])cc1NC(=O)CCCOc1ccccc1	?	2%	4%	11%	1%	25	0%	-1%	-14%	6%	-5%
